S3 lipid droplet – qHTS Assay for Lipid Storage Modulators in Drosophila S3 Cells. Drosophila S3 cells, BODIPY lipid droplet fluorescence, 18-24 h; cells fed with added oleic acid. lipid storage change, negative = inhibition, % at the top dose, mostly 46.1 µM; hits show Potency in µM. 320,000 tested, 0.64% active; active means well fitted inhibition curve with a large enough effect in the signal ratio, with a control signal flat, not every such curve was filed as active; inconclusive means small, poorly fitted or top-dose-only effect, or effect the other way, or a change in a side signal; the % refers to the signal ratio
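Drosophila S3 cells loaded with oleic acid (400 uM, as added) and compounds at several concentrations; lipid droplets imaged by 488-nm laser-scanning cytometry, 500–530 nm intensity and object ratio to cell channel. Percent activity normalized to 20 uM Triacsin C.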
S3 lipid droplet cell count max – further read-out of S3 lipid droplet, marked with its call; cell number change, %; measured here: cell count max response;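 cells counted by Cell Tracker Red CMTPX staining in the red channel; peak over a dose series mostly up to 46.1 µM; percent activity relative to internal control wells on each plate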
The depositor's hits bear a star; i = inactive; ? = inconclusive; . = no result given; [ ] = dose if it differs, or a comment. On the % scale 0 is the no-effect control and ±100 the full control effect; potency means the concentration at half of the fitted maximal effect.

Compound	S3 lipid droplet	S3 lipid droplet cell count max
C=CCn1c(O)c(C(CC)=NCCCO)c(=O)[nH]c1=O	?	.
CCCCCCn1c(=O)c(C(=O)Nc2cccc(C)n2)c(O)c2ccccc21	?	.
CC(=O)N1CCCSC1=Nc1ccccc1	?	.
COc1ccc(-n2c(/C=C3\C(=O)Nc4ccccc43)nc3ccccc3c2=O)cc1	-3%	-19
CC(=O)N1CCC2(CC1)CC(=O)c1cc(OCC(=O)N3CCN(C)CC3)ccc1O2	?	.
CC(C)NC(C)C(=O)c1ccc2ccccc2c1 (stereo not given)	-6%	5
CCOC(=O)c1c(/N=C/C2C(=O)NC(=S)NC2=O)sc(C)c1C	?	.
COc1ccc(-c2[nH]ncc2CNC(C)Cc2cccc(C)n2)cc1F (stereo not given)	5%	-4
Fc1ccc(N2CCN(Cc3cc4c(cc3Br)OCO4)CC2)cc1	?	.
CCCCn1c(=O)c(C(=O)Nc2ccccc2Cl)c(O)c2ccccc21	-12%	-3
Nc1c(C(=O)NCCN2CCOCC2)c2nc3ccccc3nc2n1Cc1ccccc1	?	.
C#C[C@@]1(O)CCC2C3CCC4=C/C(=N/OCC(=O)NC(C(=O)NC(CC(C)C)C(=O)O)C(C)C)CC[C@]4(C)C3CC[C@@]21C (stereo not given in full)	i	21
C[N+](C)(C)CCc1ccc(O)cc1	-4%	-1
Cc1cccnc1-n1c(CN2C(=O)c3ccccc3C2=O)nc2ccccc2c1=O	?	.
O=C(c1cc(C(=O)NCc2ccccc2)c(=O)n(Cc2ccccc2)c1)c1cc(Br)ccc1O	?	.
CC(C)=CCc1c(O)cc2c(c1O)C(=O)CC(c1ccc(O)cc1)O2 (stereo not given)	?	.
Cc1nn(Cc2ccccc2Cl)c(Cl)c1C(=O)OCC(=O)NC(=O)NC1CCCCC1	?	.
CCC(NC(C)C)C(O)c1ccc(O)c(O)c1 (stereo not given)	?	.
O=C(c1cn(Cc2ccccc2F)c2ncccc12)C(F)(F)F	13%	-9
CN(c1ccccc1)c1ccc([N+](=O)[O-])c2nonc12	?	.

The listing continues:
Compound	S3 lipid droplet	S3 lipid droplet cell count max
CCOc1cc2c(cc1OCC)-n1cccc1C(c1ccc(C(C)C)cc1)NC2 (stereo not given)	?	.
Cc1ncc(CN2CCCC(C(=O)c3cccc(OC(C)C)c3)C2)s1 (stereo not given)	?	.
O=c1c2ccccc2nc(-c2ccccc2)n1-c1ccc(O)cc1	-5%	13
O=C(Nc1cccnc1)c1c(O)c2c(n(Cc3ccccc3)c1=O)CCCC2	?	.
O=C1NC(=O)C(Sc2ccccc2[N+](=O)[O-])C(=O)N1	i	13
CN1CC(C(=O)c2ccc(F)cc2)C(c2ccc(F)cc2)C1 (stereo not given)	?	.
COc1cccc(OC)c1C1=NCC(=O)Nc2c1oc1ccc(Br)cc21	10%	-9
CC(C)Cc1nc(N2CCNCC2)c(C#N)c2c1CCC2	4%	4
CC(Cc1ccccc1)NC(=O)C(c1ccc(N)cc1)c1ccc(N)cc1 (stereo not given)	?	.
CC[N+]12CCC(CC1)C(=C(c1ccccc1)c1ccccc1)C2	-9%	-15
O=c1c2ccccc2nc(/C=C\c2ccccc2[N+](=O)[O-])n1-c1ccccc1O	0%	6
COC(=O)C1=C(c2cccc(OCc3ccccc3)c2)C[C@@H]2CC[C@H]1N2C(=O)NCCc1ccc(F)cc1	?	.
CC(C(N)=O)N1CC(c2ccc(Cl)cc2)CC1=O (stereo not given)	-2%	8
CCC(C)(C)n1nnnc1CN1CCC(n2c(C)nc3cc(C(F)(F)F)ccc32)CC1	8%	0
Cc1ccc(-c2nc(N3CCOCC3)s[n+]2-c2ccccc2)cc1	-7%	-8
Nc1ccccc1N=Cc1c(O)n(CCC2=CCCCC2)c(=O)[nH]c1=O	?	.
CS(=O)(=O)Nc1ccc(Cc2noc(-c3ccc4[nH]cc(CCN)c4c3)n2)cc1	0%	-23
N/C(=N\[N+](=O)[O-])N/N=C/c1ccc(O)cc1	?	.
CS(=O)(=O)c1ccc(C(=O)N2CCC(C(=O)O)(c3ccccc3)CC2)cc1	i	15
Cc1cccc(NC(=O)CSc2nnc([C@@H](N)Cc3c[nH]c4ccccc34)o2)c1C	19%	10

Record cards, as listed above:
CC(C)NC(C)C(=O)c1ccc2ccccc2c1 (stereo not given) in the list: S3 lipid droplet = -6%; S3 lipid droplet cell count max = 5
CCCCCCn1c(=O)c(C(=O)Nc2cccc(C)n2)c(O)c2ccccc21 in the list: S3 lipid droplet = ?; S3 lipid droplet cell count max = .

Continuation.
Compound	S3 lipid droplet	S3 lipid droplet cell count max
COc1cccc(NC(=O)CCS(=O)(=O)c2ccc3c(c2)oc(=O)n3C)c1	?	.
CC1CCC/C=C/C2CC(O)CC2C(O)/C=C/C(=O)O1 (stereo not given)	?	.
CN(C)C(=O)Oc1ccc2c(=O)c(Oc3ccccc3Br)coc2c1	-2%	.
CN1CCN(S(=O)(=O)c2ccc(Cl)nc2)CC1	8%	0
CCCCn1nc(C)c(C(=O)O)c1Cl	-26%	3
O=C(N/N=C/c1c(O)n(Cc2ccc(F)cc2)c(=O)[nH]c1=O)c1ccccc1O	11%	-4
FC(F)(F)/C(=N\P(=S)(N1CCOCC1)N1CCOCC1)N1CCOCC1	?	.
NCC1(CC(=O)O)CCCCC1	?	.
CCOC(=O)C1(Cc2ccc(Cl)cc2)CCN(C(C)CCn2cccn2)CC1 (stereo not given)	1%	1
O=C1Nc2ccccc2Sc2ccccc21	?	.
O=C1NC(=O)C(CCc2ccncc2)(CCc2ccncc2)C(=O)N1Cc1ccccc1	?	.
O=C(CCn1c(=O)oc2ccccc21)N1CCC2(CC1)OCCO2	?	.
CCCC[N+]12CCC(CC1)C(=C(c1ccccc1)c1ccccc1)C2	5%	3
COC(=O)C1=C(c2ccccc2OCc2ccccc2)C[C@@H]2CC[C@H]1N2C(=O)NCCOc1ccccc1	?	.
CCOP(=S)(OCC)Oc1cc(C)oc(=O)c1Cl	-9%	-4
C=C1C(=O)O[C@H]2C[C@@H](C)[C@@H]3C=CC(=O)[C@@]3(C)C[C@H]12	?	.
CCCCn1c(O)c(C(CC)=NCc2cc(OC)cc(OC)c2)c(=O)[nH]c1=O	?	.
OC(CCNCCc1c[nH]c2ccccc12)C(F)(F)Cl (stereo not given)	i	.
CC(=NCCCO)c1c(O)[nH]c(=O)[nH]c1=O	-16%	-20
C=C1C2[C@H](OC(C)=O)[C@@H]3CC(=O)[C@]4(C)OC[C@@]3(C)[C@@]4(O)[C@@H](OC(C)=O)[C@H](OC(C)=O)[C@@]2(COC(=O)c2ccccc2)[C@@H](OC(C)=O)C[C@@H]1O (stereo not given in full)	8%	6

Additional compounds follow.
Compound	S3 lipid droplet	S3 lipid droplet cell count max
CCCNS(=O)(=O)c1ccc(OCC(=O)N2CCN(Cc3ccc4c(c3)OCO4)CC2)c(C)c1	-22%	-6
O=C(Nc1c(F)cc(F)cc1F)c1cccn(Cc2ccccc2)c1=O	?	.
C=CCOC(=O)C1=C(C)OC(N)=C(C(=O)OCC)C12C(=O)N(CC(N)=O)c1ccccc12 (stereo not given)	i	-10
CCCCn1c(O)c(C(C)=NCCN2CCCCC2)c(=O)[nH]c1=O	?	.
CC(=O)Nc1ccc(OC(=O)N(C)c2ccccc2)cc1	-17%	14
O=C(CSC1c2ccccc2-c2ccccc21)N/N=C/c1ccc(C(=O)O)cc1	?	.
CC(=O)c1cc(C(C)=O)c(C)[n+](C)c1C	4%	13
Cc1ccc(Cn2c(C)c3cnn(CC(=O)N4CCC5(CC4)OCCO5)c(=O)c3c2C)cc1	-9%	-5
CN1C(=O)N(C)C(=O)C2(Cc3cc([N+](=O)[O-])ccc3N3CCN(C(=O)c4ccccc4)CC32)C1=O (stereo not given)	?	.
Nc1nonc1C(=O)N/N=C/c1ccc([N+](=O)[O-])o1	?	.
O=C1CC(=O)N(Cc2ccccc2)C(=S)N1	?	.
Cc1ccc2c(c1)C1CN(C)CCC1N2C(=O)c1ccc(Br)o1 (stereo not given)	?	.
CC(NCc1ccc(Cl)cc1Cl)C(O)c1ccccc1 (stereo not given)	11%	-25
COc1cccc(OCC(=O)N2CCN(C)CC2)c1	-5%	8
C=CCn1c(O)c(/C=C2\C=Nc3ccccc32)c(=O)[nH]c1=O	?	.
Nc1ncc(P(=S)(N2CCOCC2)N2CCOCC2)s1	19%	0
N#Cc1cc2c(nc1SCC(=O)Nc1ccc(Cl)cc1)C1CCN2CC1	?	.
O=C(Cn1cc(C=C2C(=O)NC(=O)NC2=O)c2ccccc21)NCC1CCCO1 (stereo not given)	?	.
Clc1ccc2nc3c(c(-c4ccccc4)c2c1)CNCC3	5%	-5
O=c1[nH]c(=O)n(CCC2=CCCCC2)c(O)c1/C=N/N1CCOCC1	0%	9

The list continues.
mol | S3 lipid droplet | S3 lipid droplet cell count max
CP(=O)(Nc1ccccc1)C(Cl)(Cl)Cl (stereo not given) | ? | .
Cc1ccsc1C(=O)C1CCCN(CCO)C1 (stereo not given) | 15% | -6
CC(C)C[C@H]1C(=O)N2CCC[C@H]2[C@]2(O)O[C@](NC(=O)[C@@H]3C=C4c5cccc6[nH]cc(c56)C[C@H]4N(C)C3)(C(C)C)C(=O)N12 | 14% | 8
CCOc1ccc(N2C(=O)NC(=O)/C(=C\c3ccccc3[N+](=O)[O-])C2=O)cc1 | -8% | -7
COc1ccc2c(c1)c(C(=O)O)c(C)n2CC(C)C | 11% | 20
COc1nc2ccccc2c(=O)n1-c1ccc(C)cc1 | 2% | -3
C=CCC1(Nc2ccccc2)CC(C)N(C)CC1C (stereo not given) | -23% | 0
Cc1ccc(O)c(C(=O)c2cc(C(=O)NCc3ccccc3)c(=O)n(Cc3ccccc3)c2)c1 | -21% | -2
O=C(O)CCn1cc(C=C2C(=O)NC(=S)NC2=O)c(-c2cccc(Cl)c2)n1 | -9%[9.22 µM] | 21
Cc1nnc2n1-c1ccc(Cl)cc1C(c1ccccc1)=NC2 | 3% | 18
Clc1cccc(CNCCc2ccc3c(c2)OCO3)c1 | 15% | 11
COc1ccc2c(c1)NP(=S)(Oc1ccccc1)N2 (stereo not given) | ? | .
Cc1ccc(/C=C2\C(=O)NC(=S)N(c3ccccc3F)C2=O)s1 | ? | .
CCOCCN1CCC(OC(C)=O)C(C)C1 (stereo not given) | -10% | -10
CSCCC(N=Cc1c(O)n(-c2ccc(Cl)cc2)c(=O)[nH]c1=O)C(=O)OC(C)(C)C (stereo not given) | ? | .
CCOCCc1c(O)[nH]c(=S)[nH]c1=O | 9% | 11
C=C(Cl)CSC(=S)N(CC)CC | ? | .
Cc1ccccc1N1CCN(Cc2ccc3c(c2)OCO3)CC1 | i | 21
CC(C)N1CCN(Cc2c[nH]c3ccccc23)CC1CCO (stereo not given) | i | -7
Cc1ccc(C)c(C2(O)CC(C)N(C)CC2C)c1 (stereo not given) | -4% | 7

Compounds listed so far with a cyano group:
mol | S3 lipid droplet | S3 lipid droplet cell count max
CC(C)Cc1nc(N2CCNCC2)c(C#N)c2c1CCC2 | 4% | 4
N#Cc1cc2c(nc1SCC(=O)Nc1ccc(Cl)cc1)C1CCN2CC1 | ? | .

More structures follow:
mol | S3 lipid droplet | S3 lipid droplet cell count max
CC(C)CCn1c(=O)c(C(=O)Nc2ccccc2S(N)(=O)=O)c(O)c2ccccc21 | ? | .
CCc1nc2ccccc2c(=O)n1-c1ccccc1OC | i | -20
COc1ccccc1-n1c(O)c(C=NCc2ccc3c(c2)OCO3)c(=O)[nH]c1=O | -15% | -13
O=P1(N(CCCl)CCCl)NCCCO1 (stereo not given) | -3% | 2
CCCCS(=O)(=O)N1CCN(C(=N)N[N+](=O)[O-])CC1 | -4% | 16
Cc1cccc(CSc2nc3c(cc2C#N)CN(C)CC3)c1 | i | .
O=C(c1ccco1)c1cn(Cc2ccccc2)c2ccccc12 | ? | .
O=c1[nH]c(=O)n(Cc2ccccc2)c(O)c1C=NCCCO | -5% | 4
COC(=O)C1=C(c2ccccc2OCc2ccccc2)C[C@@H]2CC[C@H]1N2C(=O)NCc1ccc(F)cc1 | ? | .
CN1CCC(O)(c2cccs2)C(C(=O)c2cccs2)C1 (stereo not given) | ? | .
CN1CCN(CC(=O)Nc2ccc(Cl)cc2C(=O)c2ccccc2)CC1 | i | -7
CC(C)OP(=O)(OC(C)C)C(NC(=O)c1cccc([N+](=O)[O-])c1)C(N)=O (stereo not given) | ? | .
Cc1cc(Cl)ccc1C(=O)C1CCCN(Cc2ccon2)C1 (stereo not given) | 11% | 8
O=C(O)Cn1cc(/C=C2\C(=O)NC(=O)N(Cc3ccco3)C2=O)c2ccccc21 | ? | .
N#C/C(=C\c1ccccc1)C(=O)NC(=O)Oc1ccccc1 | ? | .
Cc1ccc(-n2c(O)c(C=Nc3ccccc3N)c(=O)[nH]c2=O)cc1C | ? | .
Cn1cc(/C=C2\C(=O)NC(=O)N(c3ccccc3)C2=O)c2ccccc21 | ? | .

Entries above that contain bromine (5):
mol | S3 lipid droplet | S3 lipid droplet cell count max
Fc1ccc(N2CCN(Cc3cc4c(cc3Br)OCO4)CC2)cc1 | ? | .
O=C(c1cc(C(=O)NCc2ccccc2)c(=O)n(Cc2ccccc2)c1)c1cc(Br)ccc1O | ? | .
COc1cccc(OC)c1C1=NCC(=O)Nc2c1oc1ccc(Br)cc21 | 10% | -9
CN(C)C(=O)Oc1ccc2c(=O)c(Oc3ccccc3Br)coc2c1 | -2% | .
Cc1ccc2c(c1)C1CN(C)CCC1N2C(=O)c1ccc(Br)o1 (stereo not given) | ? | .

A portion of the library; rates above refer to the full screens.
